MLL CXXC-DNA inh = qHTS Fluorescence Polarization Assay for Inhibitors of MLL CXXC domain - DNA interaction; MLL-CXXC / FITC-HOXA9 DNA fluorescence polarization; 290,000 tested, 0.037% active; Histone-lysine N-methyltransferase 2A (Homo sapiens), Q03164; Potency, µM (highest dose often 115 µM), without a hit: at the highest dose activity change, negative = inhibition, hits mostly inhibitors; active means well fitted inhibition curve with a large enough effect in the polarisation, with a control signal flat, not every such curve was filed as active; inconclusive means small, poorly fitted or top-dose-only effect, or effect the other way, or a change in a side signal; inactive means no such curve, though single readings can be large or run the other way; the % refers to the polarisation; further: potency means the concentration at half of the fitted maximal effect
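Steps: dispense CXXC domain solution (7 uM) → pin compounds or unlabeled HOX-A9 DNA control → 5 min ambient → add FLSN-HOX-A9 solution (50 nM) → spin → 30 min ambient → fluorescence polarization. Tris pH 7.5/NaCl/DTT/BSA buffer.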
FBPA coupling cs = qHTS Assay for Inhibitors of Fructose-1,6-bisphosphate Aldolase from Giardia Lamblia: Coupling assay counterscreen; coupling enzyme system counterscreen, AmpLite Red fluorescence; activity change, negative = inhibition, % at 58.2 µM, hits read low; 290,000 tested, 0.67% active; AID 2472, 2010; in the data active means activity change below about -30%; further: on the % scale 0 is the no-effect control and ±100 the full control effect
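Compounds tested against the coupling enzymes alone at 57.5 uM final; readout was AmpLite Red fluorescence (525/598 nm) after 20 min at RT.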
KCNH2 WT inh = qHTS for Inhibitors of KCHN2 3.1: Wildtype qHTS. Voltage-gated inwardly rectifying potassium channel KCNH2 (Homo sapiens), Q12809. U2OS, BacMam KCNH2, thallium flux FluxOr; stronger effect = lower value. activity change, % at 1.84 µM. 340,000 tested, 0.37% active. AID 720551, 2013;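 active means maximum activity change below -70%; inconclusive means maximum activity change between -70% and -50%; inactive means maximum activity change above -50%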; further: on the % scale 0 is the no-effect control and ±100 the full control effect
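U2OS cells transduced with wild-type KCNH2 virus are loaded with FluxOr dye for 45 min, and thallium flux is measured in kinetic reads before and after stimulation buffer. Rate constants are normalized to DMSO controls.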
a7 integrin act = qHTS for Activators of Integrin-Mediated Alleviation for Muscular Dystrophy | alpha7betagal myoblasts, beta-gal FDG fluorescence, 48 h | Potency, µM (top dose mostly 38.3 µM), without a hit: at the highest dose activation, hits mostly activators | 350,000 tested, 0.064% active;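 further: potency means the concentration at half of the fitted maximal effect; 100% = response of the positive control SU9516; nearly all actives have a fitted effect of over 60% in size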
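alpha7betagal+/- myoblasts (passage 13, 250/well) treated 48 h at 37C with compounds at 1:260 dilution of DMSO stock. Lysed, then beta-galactosidase activity read as FDG fluorescence (ex 480/em 540) after 30 min, with pre-read for autofluorescence.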
TRPV1 ag = HTS Assay for Compounds that Act as Agonists of the Vanilloid Receptor 1. 320,000 tested, 0.19% active. activation, % at 8.33 µM. TRPV1-expressing cells, Fluo-8 calcium influx, agonist mode. Transient receptor potential cation channel subfamily V member 1 (Homo sapiens), Q8NER1; in the data active means activation above about 80%; inconclusive means between about 30% and that limit; further: 0% is about no effect
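Cells expressing TRPV1 were dye-loaded with Fluo-8 and read kinetically: 10 s baseline, 3 min after compound (agonist portion), then 2 min after EC20 capsaicin (allosteric enhancer portion). Calcium-bound dye fluorescence at 480/520 nm.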
KCNH2 3.1 block = qHTS for Inhibitors of KCHN2 3.1: Mutant qHTS. activity change, % (tested at about 1.8 µM). Potassium voltage-gated channel subfamily H member 2, brain isoform KCNH2 3.1 (human). U2OS KCNH2 3.1, thallium flux FluxOr; stronger effect = lower value. 340,000 tested, 0.95% active;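 active means maximum activity change below -70%; inconclusive means maximum activity change from -70% to -50%; inactive means maximum activity change above -50%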;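 further: thallium influx rate constant from kinetic fluorescence after stimulation buffer; on the % scale 0 is the no-effect control and ±100 the full control effect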
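Normalized rate constant (relative to positive and negative DMSO controls) derived from a 2 min kinetic fluorescence read after stimulation; U2OS cells expressing the 3.1 isoform via virus at 1.77 x 10^8 /mL.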
MBNL1 CUG block = qHTS Assay for Inhibitors of MBNL1-poly(CUG) RNA binding. TR-FRET MBNL1-His/biotin-(CUG)12 binding, 665/545 ratio. AID 2675, 2010. 280,000 tested, 0.036% active. Potency, µM (doses to about 57.5 µM), inactives show at the highest dose activity change, negative = inhibition, hits mostly inhibitors. Muscleblind-like protein 1 (Homo sapiens), Q9NR56; active means well fitted inhibition curve with a large enough effect in the signal ratio, with a control signal flat, not every such curve was filed as active; inconclusive means small, poorly fitted or top-dose-only effect, or effect the other way, or a change in a side signal; inactive means no such curve, though single readings can be large or run the other way; the % refers to the signal ratio; further: potency means the concentration at half of the fitted maximal effect; on the % scale 0 is the no-effect control and ±100 the full control effect
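MBNL1-His + Biotin-(CUG)12, cpd titration 92 nM–58 uM; Tb anti-His Ab 0.055 ng/ul, SA-XL665 5 nM (final); 60 min RT; ratiometric 665/545 nm, Ex 340 nm; normalized to buffer and full-complex controls.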
GALK inhibitor = qHTS Assay for Inhibitors of Human Galactokinase (GALK); P51570; Purified GALK, Kinase-Glo residual ATP luminescence; Potency, µM (highest dose often 57.5 µM), without a hit: top-dose activity change, negative = inhibition, usual class: inhibitors; 270,000 tested, 0.007% active; AID 1868, 2009; further: potency means the concentration at half of the fitted maximal effect; on the % scale 0 is the no-effect control and ±100 the full control effect
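Compounds were pin-transferred into ATP buffer (35 uM final), then GALK plus galactose (5 nM, 100 uM final) was added. After 1 h at room temperature, Kinase-Glo Plus was added and luminescence read after 10 min.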
ASM inhibitor = Inhibitors of Secretory Acid Sphingomyelinase (S-ASM): qHTS; Sphingomyelin phosphodiesterase (Homo sapiens), P17405; Potency, µM (doses to about 57.5 µM), for inactives: at the highest dose activity change, negative = inhibition, most hits filed as inhibitors; 340,000 tested, 0.006% active; placental ASM, HMU-PC fluorogenic substrate, 60 min; further: potency means the concentration at half of the fitted maximal effect
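qHTS format. ASM enzyme prepared from human placenta hydrolyses the fluorogenic substrate HMU-PC0 (9 uM final) over 60 min at 37 °C after a 10 min compound preincubation.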
A-T KAP1 phos = qHTS Assay for Identifying a Potential Treatment of Ataxia-Telangiectasia. AID 485349, 2010. Potency, µM (highest dose often 57.5 µM), without a hit: at the top dose activation, hits mostly activators. […] A-T fibroblasts, KAP-1 phosphorylation AlphaLISA; neocarzinostatin DNA damage 30 min before lysis. 320,000 tested, 0.19% active; further: potency means the concentration at half of the fitted maximal effect; % of control where 0% means no effect; nearly all actives have a fitted effect of over 45% in size
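ATM-like activity read as KAP-1 phosphorylation via AlphaLISA donor/acceptor antibody pairs after lysis and 6 hr at 25C. Cells were ATM-null patient fibroblasts ([…], hTERT), dosed 60 min, then exposed to the DSB inducer NCS for 30 min.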
Active calls of the source: *; ? = inconclusive; nt = no result given; & = joins results of further samples; [ ] = remark or other dose. Unless noted, the call rests on the fitted dose curve; in most records, active means well fitted curve in the direction sought with a large enough effect; inconclusive means small, poorly fitted or top-dose-only effect, or another doubt; inactive means no such curve, though single readings can be large; an effect the other way counts as inactive or inconclusive.

SMILES	MLL CXXC-DNA inh	FBPA coupling cs	KCNH2 WT inh	a7 integrin act	TRPV1 ag	KCNH2 3.1 block	MBNL1 CUG block	GALK inhibitor	ASM inhibitor	A-T KAP1 phos
c1ccc2c(CC3=NCCN3)cccc2c1	3.7%	-6.6&3.7&1.1	3.6	nt	-4.5	-4.2	?	5.8%	1.9%	23.8%
Cc1coc2c1C(=O)C(=O)c1c-2ccc2c1CCCC2(C)C	-6.6%	-39.9*	-0.6	-2.0%	15.4	0.9	?	-1.6%	-0.8%	8.6%
C/C=C/C=N\NC(=O)c1ccncc1	-3.5%	-1.3	-9.9	nt	-0.3	8.4	10.5%	nt	-4.6%	-4.8%
CCCCCCCCO	nt	nt	-4.7	nt	0.8	-6.0	nt	nt	0.0%	2.3%
COc1c(O)cc2c(c1O)C1OC(CO)C(O)C(O)C1OC2=O (stereo unspecified)	nt	nt	2.1	nt	-0.1	-2.4	nt	nt	3.8%	-10.0%
C[C@]12CC[C@H]3[C@@H](CCC4=CC(=O)CC[C@@]43C)[C@@H]1CC[C@@H]2C(=O)CO	-2.4%	-5.6	0.3	nt	6.9	-13.2	-13.3%	-1.5%	-4.0%	13.9%
COc1ccccc1OCC(O)COC(N)=O (stereo unspecified)	-2.1%	-1.3&7.5	-14.3	nt	-1.3	20.9	9.2%	-0.3%	0.3%	-0.1%
CCOC(=O)C1(CCOc2ccccc2)CCN(Cc2ccc(O)c(Cl)c2)CC1	32.6%[activator]	1.6	-3.8	?	15.7	?	-25.9%	-7.5%	-1.1%	-2.2%
Nc1ccc(C(=O)Nc2ccccc2N)cc1	?	-0.4	-9.4	4.4%	-4.8	0.2	0.2%	-2.4%	-0.1%	8.4%
Cc1nc2c3ccccc3nc(NNC(=O)CCC(=O)N3CCN(c4ccccc4)CC3)n2n1	8.9%	nt	3.6	-3.4%	-1.2	9.4	-0.1%	2.1%	-1.1%	6.6%

Some values from the entries so far.
Cc1nc2c3ccccc3nc(NNC(=O)CCC(=O)N3CCN(c4ccccc4)CC3)n2n1 – GALK inhibitor: 2.1%
Cc1coc2c1C(=O)C(=O)c1c-2ccc2c1CCCC2(C)C – KCNH2 3.1 block: 0.9

(cont.)
SMILES	MLL CXXC-DNA inh	FBPA coupling cs	KCNH2 WT inh	a7 integrin act	TRPV1 ag	KCNH2 3.1 block	MBNL1 CUG block	GALK inhibitor	ASM inhibitor	A-T KAP1 phos
CCOc1ccc(S(=O)(=O)N2CCCCCC2)c2ccccc12	2.3%	-2.6	5.4	-0.5%	8.8	-10.0	-2.1%	-5.1%	1.2%	0.1%
CN1CCN(C(=O)c2cc3cc(Cl)ccc3[nH]2)CC1	-3.9%	3.1&2.5	7.1	6.2%	-1.6	4.8	0.0%	-4.8%	4.4%	-0.7%
O=C1N(c2ccccc2)c2ccccc2C1(Cc1ccncc1)Cc1ccncc1	-1.1%&1.3%	0.6&-1.4	9.3	nt	0.0	34.6	-5.2%	-1.0%	-5.2%	nt
C[C@H]1c2cccc(O)c2C(=O)C2C(=O)C3(O)C(=O)C(C(N)=O)C(=O)[C@@H](N(C)C)[C@@H]3[C@@H](O)[C@@H]21 (stereo partly specified)	nt	nt	8.8	nt	nt	31.0	nt	nt	5.3%	4.2%
O=C(O)COC(=O)Cc1ccccc1Nc1c(Cl)cccc1Cl	?	14.1&15.7	0.3	nt	0.9	3.8	7.6%	nt	8.9%	-3.1%
C[C@H](CCC(=O)O)[C@H]1CC[C@H]2[C@@H]3[C@@H](O)C[C@@H]4C[C@H](O)CC[C@]4(C)[C@H]3CC[C@]12C	1.9%	2.7	2.8	nt	1.2	-26.8	-8.4%	-1.0%	3.5%	0.1%
CC1=NN(c2ccccc2)C(=O)C1	?	-1.9&3.6&6.5&-0.5	1.9	nt	0.7	7.6	-16.6%	-1.2%	2.1%	-16.3%
CC(=O)[C@H]1CC[C@H]2[C@@H]3C[C@H](C)C4=CC(=O)CC[C@]4(C)[C@H]3[C@@H](O)C[C@]12C	0.7%	1.1	5.5	nt	1.6	2.6	-15.4%	0.3%	-1.6%	-5.9%
O=c1cc[nH]c(=O)[nH]1	3.6%	nt	-13.3	nt	1.7	18.5	nt	nt	4.4%	0.6%
CCCOc1ccccc1-c1nc2n[nH]nc2c(=O)[nH]1	3.3%	5.1&5.6&3.8	-13.1	nt	nt	13.5	nt	nt	-2.2%	nt
N=C(N=C(N)N)N1CCOCC1	10.7%[51.4 µM]	1.6	12.6	nt	-4.7	0.4	nt	nt	5.5%	1.9%
CC1(C)OC2CC3C4CC(F)C5=CC(=O)C=CC5(C)C4(F)C(O)CC3(C)C2(C(=O)CO)O1 (stereo unspecified)	-2.3%	1.1	-2.2	10.9%	1.7	13.2	0.0%	-1.1%	1.8%	20.0%
O=C1NCC2(CCN(CCc3ccccc3)CC2)O1	?	-0.8&2.2&-0.3	4.8	nt	-3.9	-0.9	5.2%	3.0%	2.4%	27.0%
CC(=O)O[C@]1(C(C)=O)CC[C@H]2[C@@H]3C=C(Cl)C4=CC(=O)[C@@H]5C[C@@H]5[C@]4(C)[C@H]3CC[C@@]21C	3.2%	nt	6.2&-14.4	nt	4.1	4.3&9.9	nt	nt	-5.7%&-9.3%	5.0%
O=C(O)[C@@H]1[C@H]2C[C@H]3c4[nH]c5ccccc5c4CCN3C[C@@H]2CC[C@@H]1O	nt	nt	11.8	nt	1.0	21.9	nt	nt	43.2%[activator]	10.9%
C=C1c2cccc(O)c2C(=O)C2C(=O)[C@]3(O)C(=O)C(C(N)=O)C(=O)[C@@H](N(C)C)[C@@H]3[C@@H](O)[C@H]12 (stereo partly specified)	nt	nt	-4.3	nt	nt	9.0	nt	nt	5.7%	-7.2%
CC(C)Cn1cnc2c1c(=O)n(C)c(=O)n2C	-2.9%	-1.9	1.5	nt	-2.6	7.8	-5.2%	0.9%	-0.2%	4.4%
Nc1cc(-c2ccncc2)c[nH]c1=O	0.0%&18.5%	-73.1*	-15.3	nt	-5.9	1.7	?	-1.8%	8.4%	-6.2%
CC1(C)O[C@H]2CC(=O)OCC23[C@H]2CC[C@@]4(C)[C@H](c5ccoc5)OC(=O)[C@H]5O[C@]54[C@]2(C)C(=O)C[C@@H]13 (stereo partly specified)	nt	nt	-3.1	-10.8%	3.4	-1.8	nt	nt	-1.5%	2.4%
CCCn1ncc(CN2CCCC(C(=O)c3cccc(OC(C)C)c3)C2)c1C (stereo unspecified)	-1.8%	0.5	22.3	-32.5%	-3.3	2.2	1.2%	3.8%	1.6%	13.9%
CN(C)CCCN1c2ccccc2Sc2ccccc21	1.7%	-2.4&-0.2&-4.4	32.4	nt	12.0	?	-1.1%	0.9%	-1.2%	-0.4%
COc1nc(C)nc(Cl)c1NC1=NCCN1	-8.9%	-3.1&-1.2	0.9&-8.3	nt	nt	13.2&-3.2	nt	nt	4.6%&1.8%	1.1%
Cc1cc(C)nc(/N=C(\N)Nc2ccc(S(N)(=O)=O)cc2)n1	-1.0%	0.1	0.1	6.5%	3.2	0.2	-6.1%	0.1%	0.1%	2.1%
CC(C)=CC(=O)O[C@@H]1Cc2cc3ccc(=O)oc3cc2OC1(C)C	nt	nt	-18.2	-13.6%	17.5	-6.9	nt	nt	-4.2%	7.6%
CCC[C@H](N[C@@H](C)C(=O)N1[C@H](C(=O)O)C[C@@H]2CCCC[C@@H]21)C(=O)OCC	nt	nt	3.1	nt	6.7	-2.1	nt	nt	-0.5%	-2.9%
NS(=O)(=O)c1cc2c(cc1C(F)(F)F)NC(Cc1ccccc1)NS2(=O)=O (stereo unspecified)	-2.1%	1.3&5.8	-21.4	nt	0.7	1.4	9.2%	-1.4%	-3.0%	-4.3%
CN1CCC(=C2c3ccccc3CCc3sccc32)CC1	0.2%&9.5%	-1.0&1.1&0.5	37.7	nt	1.2	-18.4	-5.0%	0.3%	1.4%	-7.1%

This is a subset (hit frequency here may not be typical).
